Screening results: PubChem, National Center for Advancing Translational Sciences (NCATS)
KAT2A inh – GCN5L2 (KAT2A) acetyltransferase inhibition. Q92830. GCN5L2 HAT assay, ThioGlo1 CoA-SH fluorescence. Potency, µM (highest dose often 58.9 µM), without a hit: at the highest dose activity change, negative = inhibition, hits mostly inhibitors. hit rate 0.21% among 390,000
Target sequence (Q92830 whole entry, looked up): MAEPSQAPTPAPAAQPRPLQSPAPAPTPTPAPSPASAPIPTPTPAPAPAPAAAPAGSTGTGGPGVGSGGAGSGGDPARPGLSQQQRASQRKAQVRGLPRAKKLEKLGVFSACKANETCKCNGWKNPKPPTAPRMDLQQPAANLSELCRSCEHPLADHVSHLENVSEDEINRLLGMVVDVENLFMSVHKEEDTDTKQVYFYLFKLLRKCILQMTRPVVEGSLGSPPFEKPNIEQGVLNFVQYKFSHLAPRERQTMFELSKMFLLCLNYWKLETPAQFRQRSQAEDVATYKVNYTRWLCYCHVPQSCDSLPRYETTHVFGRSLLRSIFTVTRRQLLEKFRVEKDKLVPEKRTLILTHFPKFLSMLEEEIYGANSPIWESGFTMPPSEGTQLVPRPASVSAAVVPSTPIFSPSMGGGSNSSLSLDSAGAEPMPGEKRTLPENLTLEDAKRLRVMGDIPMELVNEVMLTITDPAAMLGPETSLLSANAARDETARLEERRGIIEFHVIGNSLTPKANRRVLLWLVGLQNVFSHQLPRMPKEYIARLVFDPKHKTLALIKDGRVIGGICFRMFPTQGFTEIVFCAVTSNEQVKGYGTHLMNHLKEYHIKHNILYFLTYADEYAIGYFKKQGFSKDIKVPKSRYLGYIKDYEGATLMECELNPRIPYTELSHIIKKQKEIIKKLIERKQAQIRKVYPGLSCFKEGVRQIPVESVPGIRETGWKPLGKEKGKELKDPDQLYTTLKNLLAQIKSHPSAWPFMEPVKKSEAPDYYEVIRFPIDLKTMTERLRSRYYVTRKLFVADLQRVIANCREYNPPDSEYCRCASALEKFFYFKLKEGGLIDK
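GCN5L2 (20 nM) in 50mM HEPES pH 7.5, 0.1mM EDTA, 0.01% Tween-20 preincubated 15 min with compounds at room temperature. Reaction started with H3(1-25) 75uM, acetyl-CoA 70uM, ThioGlo1 50uM; CoA-thiol fluorescence (Ex340/Em540) read at 0 and 20 min.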
FEN1 inh – inhibitors of human flap endonuclease 1. P39748. Recombinant FEN1 flap cleavage, fluorescence, 15 min. Potency, µM (doses to about 114 µM), inactives show at the top dose activity change, negative = inhibition, most hits filed as inhibitors. hit rate 0.35% among 390,000; further: nearly all actives have a fitted effect of over 65% in size
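Concentration–response screening of FEN1 (10 nM): 15 min compound preincubation at room temperature, reaction started with 50 nM substrate and read at 0 and 15 min. Corrected, normalized data were fitted by a four-parameter Hill equation.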
N370S GC mod – N370S glucocerebrosidase modulation, Gaucher chaperone candidate; N370S GC spleen homogenate, 4MU-glucoside fluorescence; Potency, µM (doses to about 59.4 µM), for the others: at the top dose activity change, negative = inhibition, most hits filed as inhibitors; hit rate 0.092% among 330,000; AID 2101;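 further: 0% = full enzyme activity and -100% = no enzyme basal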
The depositor's hits bear a star; ? = inconclusive; nt = not tested or not shown; & = joins results of further samples; [ ] = another dose, or the depositor's remark. The call rests on the fitted dose curve; in most records, active means well fitted curve in the direction sought with a large enough effect; inconclusive means small, poorly fitted or top-dose-only effect, or another doubt; inactive means no such curve, though single readings can be large; an effect the other way counts as inactive or inconclusive. Unless noted, on the % scale 0 is the no-effect control and ±100 the full control effect; potency means the concentration at half of the fitted maximal effect.

SMILES | KAT2A inh | FEN1 inh | N370S GC mod
CCN(C[C@H]1N[C@@](C)(C(=O)OC)[C@H]2C(=O)N(C)C(=O)[C@@H]12)C(=O)COC | 1% | -4% | nt
COc1ccccc1CC(=O)NC(=O)c1ccccc1O | -1% | 0% | -4%
CCN(CC(=O)NCc1ccc2c(c1)OCO2)S(=O)(=O)c1ccc(F)cc1 | -2% | 9% | -4%
COc1ccc(CNC(=O)C(OC(=O)c2nsc(Cl)c2Cl)C(C)C)cc1 (stereo not drawn) | 2% | -6% | 16%
COc1ccc(/C=N/OCc2ccccc2C#N)c(OC)c1 | -5% | 3% | -1%
CC(C)(C)OC(=O)C[C@H]1C/C=C\C[C@H](CC(=O)NCCO)C(=O)N[C@@H](Cc2ccccc2)COC1=O | 0% | 4% | nt
COc1cccc(NS(=O)(=O)c2ccc(-c3coc(C)n3)cc2)c1 | -6% | -13% | -1%
CCCCn1c(=O)c2oc3ccccc3c2n(Cc2cccc(F)c2)c1=O | -1% | 15% | nt
N#Cc1ccccc1NC(=O)C(=O)NCC(c1cccnc1)N1CCc2ccccc2C1 (stereo not drawn) | 3% | 5% | nt
CCCCNc1nc2ccccc2c2nc(-c3ccccc3)nn12 | 0% | 7% | nt
CCOc1ccc(Br)cc1-c1noc(-c2cccs2)n1 | 0% | 1% | -8%
COc1ccc(-n2c(-c3ccccc3)c[n+]3c2CCC3)cc1 | 2% | 0% | -1%
Cn1ccc2cc(-c3csc(N4CCC(C(N)=O)CC4)n3)ccc21 | -8%&-1% | 3% | nt
COCCn1nnnc1CN1CCC(Cc2ccccc2)CC1 | 0% | -3% | -6%
Nc1cc(=O)[nH]c(SCC(=O)NNC(=O)c2ccccc2)n1 | -7% | 6% | -19%
Cc1cc(C(=O)N/N=C2\CC(=O)c3ccccc32)c(C)n1-c1ccc(F)cc1 | -24% | 2% | -9%
CCCN1CC(O)=C(C#N)C1=O | -11% | 10% | 10%
COc1ccccc1-n1c(-c2ccc(C)cc2)cn2c3c(=O)n(C)c(=O)n(C)c3nc12 | 2% | -2% | nt
CC(C)C(=O)NC(=S)Nc1ccccc1F | -5% | 3% | 4%
CCCOc1cccc(C(=O)NC(=S)Nc2ccc(N3CCN(C)CC3)cc2)c1 | -6% | -6% | -22%
O=C1/C(=C/c2cccc([N+](=O)[O-])c2)CCc2ccccc21 | -8% | -11% | 11%
C=CCn1c(SCC(=O)c2ccc(CNC(C)=O)o2)nc2ccccc2c1=O | 0% | -12% | -1%
CC(C(=O)NCc1ccc(F)cc1)n1ccc2cc(S(=O)(=O)N3CCCC3)ccc21 (stereo not drawn) | -6% | -3% | 2%
COc1ccc(N(C(=O)CS(=O)CC(=O)Nc2ccc(F)cc2)C(C(=O)NC2CCCCC2)c2cccs2)cc1 (stereo not drawn) | 1% | 0% | -2%
Cc1ccc(C)c(CN2C(=O)CSc3ccc(C(=O)NCC(C)CN4CCC(C)CC4)cc32)c1 (stereo not drawn) | -1% | 5% | -16%
COC(=O)c1cc(Nc2nc3ccccc3nc2NS(=O)(=O)c2ccc(C)cc2)ccc1Cl | 2% | 12% | nt
Cc1ccc(Cl)cc1NC(=O)c1cccc(OC(F)F)c1 | 3% | 7% | 21%
COC(=O)c1cn(Cc2c(C)cc(C)cc2C)nn1 | 1% | -9% | -12%
Cc1cccc(C)c1NC(=S)NC1CCCCC1 | 0% | 1% | 14%
CSc1nc2ccc3nc(NC(=O)c4ccc(Cl)s4)sc3c2s1 | ? | -25% | 1%
CC(C)C1(C)C(=O)N=C2c3ccccc3C(=O)N21 (stereo not drawn) | -2% | -5% | 0%
Cc1ccc(C(=O)N/N=C\c2c(C)nn(-c3ccccc3)c2Cl)cn1 | -2% | -4% | 8%
COc1ccc(C(=O)Nc2cccc(S(=O)(=O)N(C)C)c2)cc1S(=O)(=O)N1CCOCC1 | -7% | -3% | nt
CCN(CC)S(=O)(=O)c1cccc(C(=O)Oc2cccnc2)c1 | -8% | -5% | 3%
CC1=CC(c2ccccc2)n2nc(N3C(=O)CCC3=O)nc2N1 (stereo not drawn) | 0% | 7% | 22%
O=C(Cn1nc(C(F)(F)F)c2c1CCCC2)NCCN1CCOCC1 | 3% | -2% | 0%
CC(=O)CCc1oc2c([N+](=O)[O-])cccc2c1-c1ccc(C)o1 | 5% | -26% | 5%
O=[N+]([O-])c1cccc(S(=O)(=O)NCCCn2ccnc2)c1 | -5% | 3% | 2%
O=C(NCc1ccccn1)C(=O)N/N=C/c1ccccc1O | -22% | 10% | -20%
C=CC[C@@H](CC(=O)N(CCO)Cc1ccccc1)C(=O)NCCOC(=O)[C@H](CC=C)CC(=O)OC(C)(C)C | -1% | 28% | nt

Reprinted at random: three records from the list
SMILES | KAT2A inh | FEN1 inh | N370S GC mod
O=C(Cn1nc(C(F)(F)F)c2c1CCCC2)NCCN1CCOCC1 | 3% | -2% | 0%
CC(=O)CCc1oc2c([N+](=O)[O-])cccc2c1-c1ccc(C)o1 | 5% | -26% | 5%
CC(C)C1(C)C(=O)N=C2c3ccccc3C(=O)N21 (stereo not drawn) | -2% | -5% | 0%

The list goes on.
SMILES | KAT2A inh | FEN1 inh | N370S GC mod
CCCCNC(=O)Cn1c(=O)oc2cc(S(=O)(=O)N3CC(C)CC(C)C3)ccc21 (stereo not drawn) | -7% | -1% | -21%
CCOc1ccc(NC(=O)CCNC(=O)Cn2cnc3ccccc3c2=O)cc1 | 0% | -24% | -7%
CC(C)(C)OC(=O)N1CCC(C(=O)Nc2cccc(C(=O)N3CCOCC3)c2)CC1 | -1% | 14% | nt
CCOC(=O)CN(Cc1sccc1C)C(=O)Nc1ccc(OCC)cc1 | -4% | -1% | 10%
CCOC(=O)c1scc(-c2ccccc2)c1S(=O)(=O)Nc1ccccc1F | -2% | -2% | nt
O=C(O)CC1S/C(=N/N=C/c2ccc(Br)cc2)N(c2ccccc2)C1=O (stereo not drawn) | -9% | -2% | -2%
Cc1ccc2nc(NC(=O)C3CSC4(C)CCC(=O)N34)sc2c1 (stereo not drawn) | -8% | -6% | -1%
CCC(Sc1nc(N)cc(N)n1)C(=O)O (stereo not drawn) | -7% | -4% | -6%
Cc1c(NC(=S)NC(=O)COc2ccccc2)c(=O)n(-c2ccccc2)n1C | -2% | -1% | 4%
CC(C)(C)C(=O)Cn1c(=O)n(CCCCCC(=O)NCc2ccccc2Cl)c(=O)c2sccc21 | 0% | 12% | nt
Cc1cc(C(=O)OCC(=O)NCCc2ccc(S(N)(=O)=O)cc2)c2ccccc2n1 | 3% | 15% | nt
Cn1c(N)c(C(=O)COC(=O)C2CCN(S(=O)(=O)c3cccs3)CC2)c(=O)n(C)c1=O | -20% | -2% | -13%
COc1ccc(NC(=O)CCNC(=O)c2ccc([N+](=O)[O-])cc2)cc1S(=O)(=O)N1CCOCC1 | -8% | 5% | -16%
CCOc1cccc2cc(-c3nnc(NCc4ccc5c(c4)OCO5)s3)c(=O)oc12 | 0% | 8% | 6%
O=C(c1ccc2c(c1)OCO2)N1CCN(C(=O)c2ccco2)CC1 | 1% | 3% | 7%
CCOC(=O)C1CCCN(CC(=O)Nc2c(C(=O)OC)[nH]c3ccccc23)C1 (stereo not drawn) | -2% | -9% | -25%
O=C1c2ccccc2C(=O)c2c1ccc1c(=O)n(-c3ccccc3)[nH]c21 | -5% | -4% | 6%
CSc1ncccc1C(=O)Nc1ccc(OC(F)(F)F)cc1 | 1% | -2% | 1%
CSC1=NC2(CCN(C(=O)NC3CCCCC3)CC2)N=C1c1ccc(C)cc1 | 0% | -3% | nt
O=C(CCl)NNc1nc(-c2ccccc2)c2cc(Cl)ccc2n1 | -14% | -3% | 0%
Cc1nn(-c2ccccc2)c(N2CCCC2)c1/C=C1\N=C(c2ccccc2)OC1=O | 1% | 2% | 2%
CC(=O)c1c(C(C)=O)c(C)n(-c2nc(-c3ccccc3)c(C)s2)c1C | 1% | -13% | -2%
COc1ccccc1CNS(=O)(=O)c1cc(-c2cc(C)no2)ccc1C | 30% | -1% | nt
O=C(CSc1nnnn1C1CC1)N1CCN(c2cccc(Cl)c2)CC1 | -2% | -11% | nt
CCC(CC)C(=O)Nc1ccc(C)cc1O | 1% | 11% | 10%
COc1cc(C(=O)NCc2nnc(SCC(=O)N3CCCC3)o2)cc(OC)c1OC | 0% | 17% | -5%
COc1ccc(S(=O)(=O)N2CCN(C(=O)/C=C/c3ccco3)CC2)cc1 | -14% | 4% | 0%
Cc1ccc(S(=O)(=O)N2CCCCC2)cc1NC(=O)c1ccc(Br)o1 | -4% | -20% | nt
CN1CCN(C(=O)/C=C/c2cccc(Cl)c2)CC1 | -9% | -8% | -1%
NS(=O)(=O)c1ccc(NC(=O)c2ccc3c(c2)CCN3S(=O)(=O)c2ccccc2)cc1 | -2%&-2% | -11%&-8% | -6%

One compound at a time (already shown):
CC(=O)c1c(C(C)=O)c(C)n(-c2nc(-c3ccccc3)c(C)s2)c1C in the list: KAT2A inh: 1%; FEN1 inh: -13%; N370S GC mod: -2%
Cc1ccc(S(=O)(=O)N2CCCCC2)cc1NC(=O)c1ccc(Br)o1 in the list: KAT2A inh: -4%; FEN1 inh: -20%; N370S GC mod: nt
CN1CCN(C(=O)/C=C/c2cccc(Cl)c2)CC1 in the list: KAT2A inh: -9%; FEN1 inh: -8%; N370S GC mod: -1%

Other compounds:
SMILES | KAT2A inh | FEN1 inh | N370S GC mod
O=P(O)(c1ccc(Cl)cc1)c1ccc(Cl)cc1 | -5% | 0% | -19%
COC(=O)[C@H]1[C@H](CCc2ccccc2)NC(=O)N(Cc2ccccc2)[C@@H]1C | nt | -19% | -4%[12.8 µM]
CCOC(=O)Nc1ccc2c(COC(=O)CNS(=O)(=O)c3ccc(NC(C)=O)cc3)cc(=O)oc2c1 | 15% | -3% | 8%
COc1ccc(CNc2ncnc3onc(-c4ccc(F)cc4)c23)cc1 | -2% | -14% | nt
CCn1c(=O)n(CC)c2cc(S(=O)(=O)Nc3cc(C)cc(C)c3C#N)ccc21 | 0% | -13% | 2%
N/C(=N\OC(=O)CN1C(=O)c2ccccc2C1=O)c1ccc(Cl)cc1 | 5% | 15% | 4%
O=C(N/N=C/c1ccc(O)cc1)c1cccc(N/N=C/c2ccc(O)cc2)c1 | 0% | ? | -20%
COc1ccc(S(=O)(=O)N(C(=O)c2ccco2)c2cc3sc(=O)oc3c3ccccc23)cc1 | ? | -35% | -8%
O=C(CCC(=O)N(CC(=O)NC1CCCCC1)c1ccc(F)cc1)Nc1nccs1 | -9% | 4% | 2%
CC(C)Oc1ccc(CNC(=O)C2CCN(C(=O)N3CCOc4ccccc43)CC2)cc1 | ? | -10% | -3%
CCOC(=O)C1=C(C)Nc2nc(=S)[nH]n2C1c1ccc(Cl)cc1 (stereo not drawn) | -1% | -16% | -16%
COc1cc(C(=O)Nc2nnc(C)s2)c([N+](=O)[O-])cc1OC | 3% | 1% | -6%
NC(=O)c1cc(C(N)=O)nc(Cl)n1 | 0% | -6% | -8%
Nc1cc(Cl)ccc1N1CCCC1 | -4% | 0% | -25%
CC1CCCC(NC(=S)Nc2ccc(SC(F)F)cc2)C1C (stereo not drawn) | -8% | -11% | 21%
O=C(Nc1cccc(Cl)c1)c1c(NC(=O)C(F)(F)F)sc2c1CCCC2 | ? | ? | nt
CC1Cc2ccccc2N1C(=O)CN1C(=O)NC(C)(CCc2ccccc2)C1=O (stereo not drawn) | -2% | 8% | 6%
O=C(NC[C@@H]1CCCO1)c1cccc2c1C(=O)c1ccc(Cl)cc1S2(=O)=O | -3% | 3% | nt
CC1CCC2C(C1)c1sc(=O)[nH]c1SC2(C)C (stereo not drawn) | -5% | -8% | ?
O=C(CSc1nnc(-c2ccco2)n1CC1CCCO1)c1ccc(F)cc1 (stereo not drawn) | -3% | -5% | 10%

Arranged by value in KAT2A inh (lowest first): three from the list above
SMILES,KAT2A inh
CC1CCC2C(C1)c1sc(=O)[nH]c1SC2(C)C (stereo not drawn),-5%
Nc1cc(Cl)ccc1N1CCCC1,-4%
CC1Cc2ccccc2N1C(=O)CN1C(=O)NC(C)(CCc2ccccc2)C1=O (stereo not drawn),-2%

More records.
SMILES | KAT2A inh | FEN1 inh | N370S GC mod
C[C@H](NC(=O)/C(C#N)=C/c1ccc(O)c(O)c1)c1ccccc1 | -21%&-29% | nt | -20%
O=C(O)/C=C/C(=O)NC1CCCCCCCCCCC1 | 0% | 3% | -17%
Cc1ccc(C(=O)C(OC(=O)COc2ccccc2C)c2ccccc2)cc1 (stereo not drawn) | -8% | -10% | 18%
CC1c2[nH]c3ccccc3c2C[C@H]2C(=O)N(CCCO)CC(=O)N12 (stereo partly drawn) | 2% | 18% | -1%
O=C(COc1ccc(C(=O)NCCc2ccccc2)cc1)Nc1ccccc1 | 2% | 4% | 0%
COc1ccc(-c2noc(-c3ccc(N4CCOCC4)c([N+](=O)[O-])c3)n2)cc1 | -10% | -4% | nt
CC(=O)NC(C)C(=O)OCC(=O)c1ccc(-c2ccccc2)cc1 (stereo not drawn) | -4% | 2% | -17%
